From PubChem BioAssay
AmpC inh det: AmpC beta-lactamase inhibition, detergent assay. purified AmpC, nitrocefin hydrolysis with detergent. Potency, µM (top dose mostly 28.7 µM), for inactives: top-dose activity change, negative = inhibition. P00811. AID 584. hit rate 0.09% among 71,000; active means well fitted curve in the direction sought with a large enough effect
Target sequence (P00811 whole entry, looked up): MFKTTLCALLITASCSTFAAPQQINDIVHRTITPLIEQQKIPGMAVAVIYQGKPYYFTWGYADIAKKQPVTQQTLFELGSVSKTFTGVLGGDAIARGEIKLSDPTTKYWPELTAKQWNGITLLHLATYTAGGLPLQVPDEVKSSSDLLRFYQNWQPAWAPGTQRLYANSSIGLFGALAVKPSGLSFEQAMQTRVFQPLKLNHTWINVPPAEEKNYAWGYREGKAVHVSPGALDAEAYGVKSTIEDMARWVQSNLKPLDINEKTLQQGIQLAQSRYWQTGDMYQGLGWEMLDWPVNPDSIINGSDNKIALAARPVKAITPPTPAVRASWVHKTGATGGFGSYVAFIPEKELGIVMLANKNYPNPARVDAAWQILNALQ
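E. coli AmpC (5.3 nM) in 20 mM phosphate pH 7.0 with 0.01% Triton X-100, preincubated 15 min RT with compound; nitrocefin (2 uL of 800 uM stock) hydrolysis followed by 480 nm absorbance every 20 s over 4 min.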
Starred values were filed as active, the others as inactive; [ ] = dose if it differs, or a comment. On the % scale 0 is the no-effect control and ±100 the full control effect; potency means the concentration at half of the fitted maximal effect.

SMILES	AmpC inh det
O=C1NC(=O)C(CCc2ccncc2)(C2CCCCC2)C(=O)N1	-2%
CCOC(=O)Cn1c(N)c(C(=O)OC)sc1=S	10%
Cc1nnc(SCCn2c(N3CCC(C)CC3)nc3c2c(=O)[nH]c(=O)n3C)s1	-3%
COc1ccc(OCC(=O)Nc2ccc(S(=O)(=O)N3CCCCCC3)cc2)cc1	-15%
COc1ccc2nc(SCC(=O)N3CCNC3=O)[nH]c2c1	-1%
CCCn1c(-c2ccc(F)cc2)nc2c(NCCCN(CCO)CCO)nc(C)nc21	21%
Nc1cc(-c2cccc(F)c2)nn1S(=O)(=O)c1cccc2nsnc12	4%
CC(C(=O)Nc1cc(C(F)(F)F)ccc1N1CCOCC1)N1C(=O)C2CC=CCC2C1=O (configuration not stated)	-3%
Cc1cccc(S(=O)(=O)NCCC(=O)OC(C)C(=O)NC(=O)NC2CCCCC2)c1 (configuration not stated)	9%
CC(C)CCn1c(N2CCN(Cc3ccccc3)CC2)nc2c1c(=O)[nH]c(=O)n2C	10%
c1ccc2c(c1)sc1nnnn12	-5%
COCC(=O)NCc1ccc2c(c1)OCO2	8%
COC(=O)c1cc(OC)c(OC)cc1NC(=O)c1c(-c2ccccc2Cl)noc1C	-4%
Clc1ccc(OCc2nc(-c3ccncc3)no2)c(Br)c1	11%
Nn1c(Nc2ccccc2)nc2ccccc2c1=O	7%
Cc1ccc(C)n1CCN1CCN(CC(=O)Nc2cc(C(F)(F)F)ccc2Cl)CC1	8%
Cc1nc2cnc(N(C)C)nc2n(CCC#N)c1=O	-1%
Cc1cc(NC(=O)CSc2nnc3c(C)cc4ccccc4n23)no1	-1%
Cc1cnc(CNc2ccnc(-c3ccccc3C(F)(F)F)n2)cn1	8%
CCN(CC)S(=O)(=O)c1ccc(C(=O)Nc2ccc(OCC(=O)N3CCOCC3)cc2)cc1	4%

5 entries from above, in markdown:
| SMILES | AmpC inh det |
| --- | --- |
| Cc1ccc(C)n1CCN1CCN(CC(=O)Nc2cc(C(F)(F)F)ccc2Cl)CC1 | 8% |
| Cc1cc(NC(=O)CSc2nnc3c(C)cc4ccccc4n23)no1 | -1% |
| Cc1nc2cnc(N(C)C)nc2n(CCC#N)c1=O | -1% |
| c1ccc2c(c1)sc1nnnn12 | -5% |
| Cc1cccc(S(=O)(=O)NCCC(=O)OC(C)C(=O)NC(=O)NC2CCCCC2)c1 (configuration not stated) | 9% |

As a working copy, 4 of the compounds above.
SMILES	AmpC inh det
O=C1NC(=O)C(CCc2ccncc2)(C2CCCCC2)C(=O)N1	-2%
CCOC(=O)Cn1c(N)c(C(=O)OC)sc1=S	10%
Cc1nnc(SCCn2c(N3CCC(C)CC3)nc3c2c(=O)[nH]c(=O)n3C)s1	-3%
COc1ccc(OCC(=O)Nc2ccc(S(=O)(=O)N3CCCCCC3)cc2)cc1	-15%

(listing goes on)
SMILES	AmpC inh det
CCOC(=O)CSc1nc2cc(C(=O)NCc3ccco3)ccc2c(=O)n1C1CCCCC1	11%
COc1ccc(Cl)c(Cn2c(NCCCN(C)C)nc3c2c(=O)n(C)c(=O)n3C)c1	-8%
S=c1[nH]ncn1-c1ccccn1	-3%
O=C(COc1ccc2ccccc2c1CN1CCOCC1)N1CCc2ccccc21	1%
CCOC(=O)c1c(C)[nH]c(C(=O)OCC(=O)N2CC(C)OC(C)C2)c1C (configuration not stated)	-2%
CCOC(=O)CSc1nnc(NC(=O)c2cccc(S(=O)(=O)N3CCCC3)c2)s1	-4%
CC1(C)[C@@H]2CC[C@@]1(C)C(=O)C2	10%
CCCNc1ncnc2sc(C)c(C)c12	12%
O=C(c1cc2ccccc2o1)N1CCN(c2ccccc2Cl)CC1	-7%
Cc1cc2n(n1)C(c1ccc(O)cc1)Nc1ccccc1-2 (configuration not stated)	-1%
COc1cc2[nH]c(=O)n(CCCCCC(=O)N3CCN(c4ccccc4)CC3)c(=O)c2cc1OC	-4%
O=[N+]([O-])c1ccccc1CCl	6%
O=P(O)(CN1CCCCCC1)CN1CCCCCC1	8%
O=C(O)Cn1c(=O)oc2cc(S(=O)(=O)NC3CCCCC3)ccc21	11%
CN(C)c1ccc(CNC(=O)C2(C)C=CCN2C(=O)c2ccccc2)cc1 (configuration not stated)	14%
O=C(NC(Cc1ccccc1)C(=O)N1CCC2(CC1)OCCO2)C1CCCCC1 (configuration not stated)	10%
O=C1c2ccccc2C(=O)N1C/C=C/CN1C(=O)c2ccccc2C1=O	5%
COC(=O)[C@@H](NC(=O)Nc1ccc(C(C)=O)cc1)C(C)C	-6%
CC(C)c1ccc(NC(=O)N2CCC(c3nc4ccccc4o3)CC2)cc1	1%
CCCCOc1ccc(NC(=O)C2CC=CCC2C(=O)O)cc1 (configuration not stated)	-2%
COCCNC(=O)CN(C(=O)CCC(=O)Nc1ccccn1)c1ccc(F)c(Cl)c1	-2%
Cc1ccccc1Cn1c(=O)n(Cc2ccco2)c(=O)c2ccccc21	10%
Cn1c[n+](C)cc1C(O)c1ccccc1 (configuration not stated)	-1%
CSCCC(NC(=O)c1ccccc1)C(=O)NC1CCCC1 (configuration not stated)	0%
Cc1cc(C(=O)Nc2ccc3c(c2)OCO3)cs1	-2%
CCCn1c2ccccc2c2nnc(SCC(=O)OC)nc21	-1%
COc1ccccc1S(=O)(=O)Cc1ccc(C(=O)N2CCN(c3cccc(Cl)c3)CC2)o1	-2%
COc1ccc(Nc2nc(C)cc(C)c2C#N)cc1OC	12%
Cc1ccc2[nH]cc(C(=O)CN3CCN(c4ccccn4)CC3)c2c1	24%
COc1ccc(Cl)cc1C(=O)Nn1cnc2ccccc2c1=O	-7%
Cc1ccc(-n2nc(C)c(C3C(C#N)=C(N)OC4=C3C(=O)CCC4)c2Cl)cc1 (configuration not stated)	-1%
CCOC(=O)/C(C#N)=C1/CCCCCN1C	-2%
CCOC(=O)Oc1ccc2oc(C)c(C(=O)OCCOC)c2c1	-6%
COc1ccc(NC(=O)C2=C(C)C(=O)OC23CCC(C)CC3)c(OC)c1 (configuration not stated)	5%
CNC(=O)c1cc2c(=O)n3cc(C)ccc3nc2n(Cc2ccco2)c1=N	-2%
CCOc1ccc(C2N(c3ccc(OC)cc3)C(=O)C3CCCN32)cc1OC (configuration not stated)	6%
CN1CCN(c2ncc3nc(CCc4ccccc4)c(=O)n(Cc4cccs4)c3n2)CC1	-5%
N#Cc1cccc(-c2ccc3ncnc(N4CCNCC4)c3c2)c1	10%
O=c1c2ccccc2nnn1CSc1nnc(C2COc3ccccc3O2)n1-c1ccccc1 (configuration not stated)	-3%
CC(C)c1ccc(OCC(O)CN2CCN(c3ccccc3)CC2)cc1 (configuration not stated)	9%

Grouped by structure: the entries above containing fluorine (six)
SMILES	AmpC inh det
CCCn1c(-c2ccc(F)cc2)nc2c(NCCCN(CCO)CCO)nc(C)nc21	21%
Nc1cc(-c2cccc(F)c2)nn1S(=O)(=O)c1cccc2nsnc12	4%
CC(C(=O)Nc1cc(C(F)(F)F)ccc1N1CCOCC1)N1C(=O)C2CC=CCC2C1=O (configuration not stated)	-3%
Cc1ccc(C)n1CCN1CCN(CC(=O)Nc2cc(C(F)(F)F)ccc2Cl)CC1	8%
Cc1cnc(CNc2ccnc(-c3ccccc3C(F)(F)F)n2)cn1	8%
COCCNC(=O)CN(C(=O)CCC(=O)Nc1ccccn1)c1ccc(F)c(Cl)c1	-2%

(further entries)
SMILES	AmpC inh det
c1ccc(CCc2nn3c(Cc4ccccc4)nnc3s2)cc1	-3%
O=C(c1ccccc1C(F)(F)F)N1CCN(S(=O)(=O)c2ccccc2)CC1	2%
CCCOC(=O)CSc1nnc(-c2ccccc2Cl)o1	-3%
COc1ccc(OC)c(C(=O)CSc2nnc(-c3ccc(OC)c(OC)c3)o2)c1	2%
C[N+]1(C)CCC[C@@H](OC(=O)C(O)(c2ccccc2)c2ccccc2)C1	0%[12.8 µM]
COC(=O)CC1=C(C(=O)OC)C2(C(=O)N(C)c3ccccc32)C(C#N)=C(N)O1 (configuration not stated)	-1%
O=C(Oc1cccnc1)c1ccc(Cl)c(Cl)c1	0%
Cc1ccc(-c2csc(N)n2)s1	-2%
COc1ccc(NC(=O)c2oc3ccccc3c2NC(=O)c2ccco2)c(OC)c1	10%
c1ccc(OCc2nc(-c3ccccc3)no2)cc1	2%
COc1cc2c(cc1OC)CN(CC(=O)NC(=O)NCc1ccco1)CC2	-5%
CCCCOc1ccc(C2C3CN(C(=O)OCC)CC=C3C(C#N)=C(N)C2(C#N)C#N)cc1OC (configuration not stated)	14%
COc1ccc(-c2cc(C(F)(F)F)nc(N3CCN(C)CC3)n2)cc1	-7%
CC(C)(C)n1c(=O)[nH]c2c(c1=O)CCC2	1%
O=C(NCc1cccnc1)c1cccc(S(=O)(=O)N2CCOCC2)c1	4%
Cc1cc(C(=O)CN2CC(C)OC(C)C2)c(C)n1-c1ccccc1 (configuration not stated)	13%
COc1nc(-c2ccccc2)cc(-c2ccccc2)n1	-3%
CCCC(=O)N=C1SC2CS(=O)(=O)CC2N1c1ccc(C(C)=O)cc1 (configuration not stated)	-5%
CCN(CC)CCNC(=O)Cn1c(-c2ccccn2)nc2ccccc21	-1%
CC(C)CN1CC2(CCN(C(=O)c3cnccn3)CC2)C1	-2%
C=CCn1cc(C(=O)NCc2cccnc2)c(=O)c2cc(S(=O)(=O)N(CC)CC)ccc21	14%
Cn1c(=O)cc(SCC(=O)N2CCCC2)c2ccccc21	-2%
Cc1cc(NCCCCO)n2c(nc3ccccc32)c1C#N	0%
O=S(=O)(c1cccc(-c2nnc(SC(F)F)n2-c2ccccc2)c1)N1CCCCC1	0%
Cc1nc(CC(=O)c2c(C)cc(O)cc2O)cs1	-1%
CCCOc1ccc(C2C(=O)N(C3CCCCC3)CC(=O)N2CCCOCC)cc1OC (configuration not stated)	-2%
CC1N=C2c3ccccc3N=C(SCc3cc(=O)n4cc(Cl)ccc4n3)N2C1=O (configuration not stated)	1%
Cc1occc1C(=O)NCCCCNC(=O)c1ccoc1C	-2%
Cn1c(Cn2nnc3ccccc32)nnc1SCC(=O)Nc1ccc2c(c1)OCO2	0%
O=C(O)CCS(=O)(=O)Cc1cccc(Cl)c1	-2%
CCCOCC(C)OCC(C)O (configuration not stated)	12%
CN1CCCC(OC(=O)COc2ccc(Br)cc2)C1 (configuration not stated)	0%
CCOC(=O)CSc1nnc(CNC(=O)c2cc(OCC)c(OCC)c(OCC)c2)n1C	9%
CCOC(=O)C1C(=O)NC(N2CCN(Cc3ccccc3)CC2)=NC1c1ccco1 (configuration not stated)	-4%
O=C(Nc1nc2ccc(S(=O)(=O)N3CCCC3)cc2s1)c1cccs1	-5%
O=C(CCC(=O)OCCCC(F)(F)C(F)(F)F)NC1CCCCC1	-2%
O=C(Nn1cnnc1)c1cc(-c2ccccn2)nc2ccccc12	12%
Oc1ccc(CCNCc2cc3c(cc2Br)OCO3)cc1	-3%[5.75 µM]
CCN(c1ccccc1)S(=O)(=O)c1ccc2[nH]cc(C(=O)N3CCOCC3)c(=O)c2c1	-2%
Nc1nc(-c2ccccc2)cc(C(F)(F)F)n1	-5%

Individual results from the list.
AmpC inh det with `Cc1occc1C(=O)NCCCCNC(=O)c1ccoc1C` = -2%
AmpC inh det with `Nc1nc(-c2ccccc2)cc(C(F)(F)F)n1` = -5%
AmpC inh det with `Cc1cc(NCCCCO)n2c(nc3ccccc32)c1C#N` = 0%
AmpC inh det with `CCCOc1ccc(C2C(=O)N(C3CCCCC3)CC(=O)N2CCCOCC)cc1OC` (configuration not stated) = -2%

The list goes on:
SMILES	AmpC inh det
O=C(CSc1nnc2scc(-c3ccccc3)n12)Nc1ccc2c(c1)OCCO2	0%
Cc1nnc2n(Cc3ccccc3)c(=O)c3c4c(sc3n12)COC(C)(C)C4	8%
Clc1ccccc1OCCn1cnc2ccccc21	-1%
CCOC(=O)CSc1nc2cc3c(cc2cc1C#N)OCO3	21%
COC(=O)N1CCC2(CCCN(C(=O)Nc3ccc(OC)cc3)C2)CC1	0%
CCOC(=O)c1ccc(NC(=O)CSc2nnc(COc3ccccc3)n2C)cc1	-5%
CCOC(=O)C1C(=O)Nc2nc3ccccc3n2C1C(C)C (configuration not stated)	-3%
O=C(COC(=O)Cn1[nH]c(=O)c2ccccc2c1=O)Nc1ccc2c(c1)OCO2	-6%
CCNc1ncc2nc(-c3ccc(Cl)cc3)c(=O)n(C)c2n1	1%

The list is partial; rates above refer to the full screens.
